# SRC3 inh: SRC3 coactivator transcriptional activity inhibitors, primary screen, cell-based, luminescence; Nuclear receptor coactivator 3 (Homo sapiens), Q9Y6Q9; inhibition, % at 3.6 µM; AID 588352, 2011; 360,000 compounds, 0.17% hits; HEK293 GAL4-SRC3 luciferase reporter;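 active = inhibition above a per-campaign cutoff, the mean of all compounds plus 3 SD, cut at about 60% in these data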;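 note: 0% = DMSO-treated cells and 100% = gossypol-treated cells at 36 µM; higher means less SRC3-driven luciferase light from the GAL4 reporter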
# LMP1 NFkB inh: EBV LMP1-driven NF-kappaB luciferase reporter inhibitors, primary screen, cell-based, luminescence, single point. LMP1-induced NF-kappaB luciferase reporter cells. AID 504558, 2011. inhibition, % at 12.5 µM. 350,000 compounds, 0.69% hits; in the data active = inhibition above about 41%;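 note: 0% = neutral control wells and 100% = reference inhibitor control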
# ABHD5-PLIN5 inh: ABHD5-PLIN5 interaction inhibitors, primary screen, cell lysate, split luciferase complementation, luminescence. 360,000 compounds, 0.78% hits. Split G. princeps luciferase complementation, 4 h. Perilipin-5 (Homo sapiens) + 1-acylglycerol-3-phosphate O-acyltransferase ABHD5 (Homo …. inhibition, % at 4 µM;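 active = inhibition above the mean inhibition across every tested compound plus 3 SD, cut at about 22% in these data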;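 note: 0% = DMSO only wells and the 100% control is not disclosed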
# SRC2 inh: inhibition of GAL4-SRC2 driven luciferase reporter, primary screen, SRC2 inhibitor project, cell-based, luminescence; Nuclear receptor coactivator 2 (Homo sapiens), Q15596; HEK293 GAL4-SRC2 luciferase reporter; inhibition, % at 9 µM; 370,000 compounds, 0.17% hits; AID 651957, 2012;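 active = inhibition above the mean inhibition of all tested compounds plus 3 SD, set per campaign, cut at about 52% in these data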;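 note: 0% = DMSO treated cells and 100% = cells given Gossypol at 36 µM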
# Target sequence (Q15596 whole entry, looked up, the tested form may be a part): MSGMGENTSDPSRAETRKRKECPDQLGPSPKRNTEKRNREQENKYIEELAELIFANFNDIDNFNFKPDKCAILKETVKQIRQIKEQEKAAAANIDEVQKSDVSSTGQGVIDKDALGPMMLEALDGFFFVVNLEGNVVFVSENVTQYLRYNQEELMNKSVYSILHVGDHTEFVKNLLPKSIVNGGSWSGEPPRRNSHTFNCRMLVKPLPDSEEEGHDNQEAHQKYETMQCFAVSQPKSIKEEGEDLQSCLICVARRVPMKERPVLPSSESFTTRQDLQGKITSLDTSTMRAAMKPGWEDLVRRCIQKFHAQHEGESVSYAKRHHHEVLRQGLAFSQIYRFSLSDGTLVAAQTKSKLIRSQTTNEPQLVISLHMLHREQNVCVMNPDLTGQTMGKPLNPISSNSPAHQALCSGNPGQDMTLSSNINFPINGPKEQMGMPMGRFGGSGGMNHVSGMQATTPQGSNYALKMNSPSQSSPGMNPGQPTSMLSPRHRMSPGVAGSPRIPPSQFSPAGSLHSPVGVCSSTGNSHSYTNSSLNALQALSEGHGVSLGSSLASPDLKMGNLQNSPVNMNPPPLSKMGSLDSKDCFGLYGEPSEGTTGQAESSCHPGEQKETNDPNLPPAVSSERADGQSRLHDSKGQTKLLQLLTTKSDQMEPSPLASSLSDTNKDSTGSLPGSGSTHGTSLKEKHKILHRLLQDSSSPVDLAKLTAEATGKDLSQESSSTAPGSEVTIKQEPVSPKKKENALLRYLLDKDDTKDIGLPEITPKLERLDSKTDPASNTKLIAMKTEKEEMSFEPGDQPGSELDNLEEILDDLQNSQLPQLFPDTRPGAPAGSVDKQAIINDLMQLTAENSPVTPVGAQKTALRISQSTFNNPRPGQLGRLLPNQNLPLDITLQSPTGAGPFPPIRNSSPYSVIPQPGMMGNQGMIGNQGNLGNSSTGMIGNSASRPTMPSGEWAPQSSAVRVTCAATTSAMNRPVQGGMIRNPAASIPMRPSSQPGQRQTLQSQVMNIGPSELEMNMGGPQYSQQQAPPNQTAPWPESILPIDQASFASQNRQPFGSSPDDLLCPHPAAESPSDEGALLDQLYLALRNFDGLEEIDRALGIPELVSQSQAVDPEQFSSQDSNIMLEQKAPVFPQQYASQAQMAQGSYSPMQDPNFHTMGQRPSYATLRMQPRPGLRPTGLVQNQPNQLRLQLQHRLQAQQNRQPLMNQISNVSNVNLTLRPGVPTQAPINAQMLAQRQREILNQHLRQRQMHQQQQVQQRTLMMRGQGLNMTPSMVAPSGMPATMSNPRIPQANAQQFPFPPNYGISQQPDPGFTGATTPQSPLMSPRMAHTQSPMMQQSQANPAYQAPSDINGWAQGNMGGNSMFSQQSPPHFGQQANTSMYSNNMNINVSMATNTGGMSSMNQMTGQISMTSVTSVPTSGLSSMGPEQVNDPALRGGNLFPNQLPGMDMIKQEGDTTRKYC
# LRH-1 inv ag: LRH-1 (NR5A2) inverse agonists, primary screen, cell-based, luminescence, HEK293T, StAR-luciferase reporter; inhibition, % at 3.6 µM; Nuclear receptor subfamily 5 group A member 2 (Homo sapiens), O00482; LRH-1 transfected, 24 h; 360,000 compounds, 0.13% hits;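 active = inhibition above the mean inhibition of all tested compounds plus 3 SD, cut at about 73% in these data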;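 note: 0% = DMSO wells and 100% = reporter-only cells lacking LRH-1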
# MC4R barr agon: MC4R agonists recruiting beta-arrestin, primary screen, cell-based, luminescence, agonist arm of biased-ligand search | 360,000 compounds, 0.98% hits | activation, % at 8.9 µM | U2OS MC4R beta-arrestin complementation; percent of melanotan II response, DMSO zero | Melanocortin receptor 4 (Homo sapiens), P32245 | AID 540308, 2011;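 active = activation above a per-plate cutoff, the mean activation of sample wells on that plate plus 3 SD, cut at about 8% in these data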
# NR2F2 inh: NR2F2 transcriptional activity inhibitors, primary screen, cell-based, luciferase reporter, HEK293T, luminescence; HEK293T NGFI-A luciferase reporter; inhibition, % at 8.6 µM; 370,000 compounds, 0.7% hits; COUP transcription factor 2 (Homo sapiens), P24468;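 active = inhibition above a per-plate cutoff, mean inhibition of test wells between control levels plus 3 SD, cut at about 38% in these data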;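 note: cells cotransfected with COUP-TFII expression vector driving the NGFI-A reporter; 0% = median of COUP-TF2 test wells and 100% = reporter-only cells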
# MC4R antag cAMP: MC4R antagonists of cAMP signaling, primary screen, cell-based, TR-FRET, antagonist arm of biased-ligand search | 360,000 compounds, 0.48% hits | inhibition, % at 6.5 µM | MC4R-expressing cells, MTII-stimulated cAMP, LANCE TR-FRET | Melanocortin receptor 4 (Homo sapiens), P32245;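 active = inhibition above its plate's cutoff, the mean of tested wells on that plate plus 3 SD, cut at about 29% in these data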;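 note: 0% = Melanotan II alone and 100% = Melanotan II plus saturating MCL0020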
#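 material = U2OS cells stably expressing human melanocortin 4 receptor (MC4R) | also added = Melanotan II challenge | dosing = single nominal compound dose of 6.5 µM | detection = TR-FRET with Eu-cAMP and labeled anti-cAMP, 671 nm | replication = singlicate | timing = compound 30 min, challenge 1 h, detection 1 h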
# TLR9-MyD88 inh: inhibitors of TLR9-MyD88 association in cells, primary screen, cell-based, CHO, BLA complementation, fluorescence; inhibition, % at 4.98 µM; 340,000 compounds, 0.21% hits; CCF4 FRET ratio; AID 504734, 2011;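 active = inhibition above the mean over all tested compounds plus 3 SD, cut at about 21% in these data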;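 note: 0% = DMSO only wells and 100% = clavulanate BLA inhibitor control wells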
# NOD2-RIPK2 inh: NOD2-RIPK2 binding disruptors in cells, primary screen, fluorescence, CHO cells, BLA complementation; CCF4 ratio; inhibition, % at 4.98 µM; 360,000 compounds, 0.38% hits; in the data active = inhibition above about 21%;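 note: 0% = vehicle only and 100% = reference blocker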
# NCOA1 inh: SRC1 coactivator transcriptional activity inhibitors, primary screen, cell-based, luminescence; Nuclear receptor coactivator 1 (Homo sapiens), Q15788; HEK293 GAL4-SRC1 luciferase reporter; inhibition, % at 3.6 µM; 360,000 compounds, 0.12% hits;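 active = inhibition above the campaign mean plus 3 SD, with each screening campaign given its own cutoff, cut at about 60% in these data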;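 note: 0% = DMSO treated cells and 100% = gossypol at 36 µM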
# An asterisk follows results filed as active; / = not tested or not shown. The list is partial; the hit share may differ from the screen's.
# Below each SMILES – SRC3 inh, LMP1 NFkB inh, ABHD5-PLIN5 inh, SRC2 inh, LRH-1 inv ag, MC4R barr agon, NR2F2 inh, MC4R antag cAMP, TLR9-MyD88 inh, NOD2-RIPK2 inh, NCOA1 inh
COc1ccc(OCc2cc(C(=O)NC(C)c3csc(C)n3)no2)c(Cl)c1 (configuration not stated)
  -80, -22, 0, -32, -71, -2.6, -51, 2, -6, 4, -85
Cc1c(C(=O)OCC(O)=C(C#N)c2nc3ccccc3[nH]2)oc2ccc(Br)cc12
  8, -5, 3, 12, 2, -1.9, 0, 1, 1, -17, 4
Cc1nn(C)cc1/C=N/n1nnnc1N
  4, -17, -4, -9, -7, -2.6, -15, 2, -2, 0, -2
C[C@H](NC(=O)N1CCC(Cc2ccccc2)CC1)C(=O)O
  -2, 9, 1, -32, 10, -1.0, -11, -3, -7, 2, -8
CCOc1ccccc1C(=O)N(CCC(=O)OC)c1ccccn1
  6, -8, 3, -50, -8, 0.0, -4, 9, 9, -5, 15
C=CCn1c(O)c(N=NC(=O)CNC(=O)/C=C/c2ccc(OC)cc2)c2ccccc21
  -1, 1, 0, -5, 11, -3.8, 0, 9, 4, -4, -3
O=C(Nc1ccc(S(=O)(=O)Nc2ncccn2)cc1)c1ccc(Br)o1
  6, 8, -2, 12, -2, -1.6, 7, 4, -2, -10, 3
Clc1ccccc1-c1cc2nc(NCCCn3ccnc3)ccn2n1
  -49, /, 9, -66, -19, 0.0, -44, -6, /, -4, -36
COc1ccc(C)cc1S(=O)(=O)N(C)CC(=O)NC1CCCCCC1
  5, -5, -1, 20, 15, -2.8, -2, -1, 3, -1, -6
CCOc1nc2c(c(-c3cccs3)c1C#N)Cc1ccccc1-2
  7, -9, 2, -39, 8, 0.3, -11, 8, /, 4, -13
N=c1c(C(=O)NC2CCCCC2)cc2c(=O)n3ccccc3nc2n1Cc1ccco1
  -2, 5, 21, -8, 12, -3.9, 15, 5, 2, 9, -3
Cc1cc(C)c(NC(=O)CSc2cccc[n+]2[O-])c(C)c1
  3, 4, -2, -21, 12, -1.8, 11, 5, 4, -5, 0
CS(=O)(=O)N(Cc1ccccc1)c1ccc(C(=O)N2CCOCC2)cc1
  -6, 0, -5, 22, 15, -1.9, -4, -5, 1, -1, -5
COc1cc(CN2CC(C)OC(C)C2)cc(OC)c1 (configuration not stated)
  -3, 7, 7, 3, 16, 2.5, 4, 0, -6, 13, -9
CCOc1ccc(C(=O)NCc2ccccc2)cc1Br
  18, -4, -2, 4, -18, -3.1, 2, 4, 1, 4, 6
CSCCC(NC(=O)c1cc([N+](=O)[O-])ccc1Cl)C(=O)O (configuration not stated)
  0, 4, 7, -5, 2, 2.2, 1, 5, 2, -7, -7
Cc1oc2cc(O)ccc2c(=O)c1Oc1ccc2ccccc2c1
  1, -1, -1, -14, -3, 0.7, 4, 7, -2, 2, -6
O=C(NCCCn1ccnc1)C(=O)NCC1OCCCN1S(=O)(=O)c1ccc(F)cc1 (configuration not stated)
  23, 7, 0, 1, 5, -1.0, 2, 10, -11, -1, -3
Cc1cc(C)n2c(Nc3ccc4c(c3)OCCO4)c(-c3ccc(C)o3)nc2n1
  -81, -13, 7, -44, -61, -1.0, -63, 11, 2, -10, -60
O=C(NC(=S)Nc1nc(-c2ccccc2)cs1)c1ccco1
  5, -15, -10, 1, 9, 1.2, -9, 17, 7, 3, -15

# Arranged by molecular weight (high to low): 6 of the compounds above.
# Below each SMILES – SRC3 inh, LMP1 NFkB inh, ABHD5-PLIN5 inh, SRC2 inh, LRH-1 inv ag, MC4R barr agon, NR2F2 inh, MC4R antag cAMP, TLR9-MyD88 inh, NOD2-RIPK2 inh, NCOA1 inh
O=C(NCCCn1ccnc1)C(=O)NCC1OCCCN1S(=O)(=O)c1ccc(F)cc1 (configuration not stated)
  23, 7, 0, 1, 5, -1.0, 2, 10, -11, -1, -3
Cc1cc(C)n2c(Nc3ccc4c(c3)OCCO4)c(-c3ccc(C)o3)nc2n1
  -81, -13, 7, -44, -61, -1.0, -63, 11, 2, -10, -60
CS(=O)(=O)N(Cc1ccccc1)c1ccc(C(=O)N2CCOCC2)cc1
  -6, 0, -5, 22, 15, -1.9, -4, -5, 1, -1, -5
CCOc1ccc(C(=O)NCc2ccccc2)cc1Br
  18, -4, -2, 4, -18, -3.1, 2, 4, 1, 4, 6
O=C(NC(=S)Nc1nc(-c2ccccc2)cs1)c1ccco1
  5, -15, -10, 1, 9, 1.2, -9, 17, 7, 3, -15
Cc1cc(C)c(NC(=O)CSc2cccc[n+]2[O-])c(C)c1
  3, 4, -2, -21, 12, -1.8, 11, 5, 4, -5, 0

# Remaining list, next part:
# Below each SMILES – SRC3 inh, LMP1 NFkB inh, ABHD5-PLIN5 inh, SRC2 inh, LRH-1 inv ag, MC4R barr agon, NR2F2 inh, MC4R antag cAMP, TLR9-MyD88 inh, NOD2-RIPK2 inh, NCOA1 inh
Cn1c(=O)c([N+](=O)[O-])c(N2CCN(Cc3ccc4c(c3)OCO4)CC2)c2ccccc21
  19, -1, 0, -17, 17, -2.1, 27, 11, -6, -1, -9
CCOC(=O)c1sc(Nc2nc3c(OC)cccc3s2)nc1C
  -69, -34, 1, -29, -15, -0.4, -17, 8, -38, -35, -39
COc1ccc(/C=C(\C#N)C(=O)Nc2cc(S(=O)(=O)N3CCOCC3)ccc2N2CCCC2)cc1
  -10, -44, 3, -14, 11, -2.6, 5, 20, -2, -5, -3
O=C1CCC(=O)N1N1C(=O)C2C3c4ccccc4C(c4ccccc43)C2C1=O (configuration not stated)
  9, -1, 4, -1, -8, 0.2, 13, 2, 2, -19, -14
CCC(=O)Nc1c(C)nn(C(=O)CC)c1C
  -6, -2, 6, 4, 4, -1.5, 12, 8, -8, -1, 6
Cc1cc(Cl)ccc1C(=O)C1CCCN(C(=O)c2ccsc2)C1 (configuration not stated)
  7, -4, -9, 7, 11, -3.9, -9, -2, -3, -20, -10
COc1ccc(CCNC(=O)CSc2nnc3ccc(-c4ccncc4)nn23)cc1
  18, -6, 0, 12, 18, 0.2, 1, -5, 2, 0, -12
Cc1cc(N2CCOCC2)nc2ccc(NC(=S)N3CCN(c4ccccc4)CC3)cc12
  8, 0, 11, 12, -39, 4.7, -2, -3, -14, -16, -9
Cc1ccc(Cn2cnc3ccccc32)cc1C
  3, 7, 0, 8, 53, -0.2, 10, 11, 5, -9, -3
COc1cc2nc(CC(C)C)n(NC(=O)c3ccccc3)c(=O)c2cc1OC
  30, -2, -2, 19, -35, -1.1, -3, 11, 6, 12, -10
COc1ccc(N(CC(=O)NCCc2ccc(C)cc2)S(=O)(=O)c2c(C)noc2C)cc1
  9, -6, 6, 6, 6, -4.6, 4, 20, -8, -2, 3
O=C(O)c1cc2ccc(O)cc2oc1=O
  6, 8, 0, 5, -12, -0.3, 3, 3, -78, -48, -10
CN(C)c1ccc(-c2nnc(-c3cccnc3)o2)cc1
  -76, 2, 12, -31, -105, -0.7, -35, 21, 4, -2, -76
CCN(C(=O)COC(=O)CCC(=O)c1cccs1)C1CCCCC1
  3, -4, -11, 3, 4, 0.8, -8, 3, -12, -17, -16
COc1ccc(Cl)cc1-c1nc(SCC(=O)NC(C)C(C)C)n[nH]1 (configuration not stated)
  7, 0, -1, 2, 7, -3.2, 9, -3, -13, -3, 0
CCN1CCN(c2ncc3c(n2)CC(c2cc(OC)c(OC)c(OC)c2)CC3=O)CC1 (configuration not stated)
  23, 7, 1, -9, 17, -2.5, 1, -18, -2, 7, 2
CC1(C)Cc2ccccc2-c2[nH]c(=S)[nH]c(=O)c21
  6, 2, 0, -5, -1, -1.4, 11, 31*, -4, -15, -52
CN1CCC(N(C)CC(=O)Nc2ccc3c(c2)OC(F)(F)O3)CC1
  12, 1, 1, 0, -25, -2.5, 12, 1, -5, -3, -17
C[C@H](CO)N1C[C@H](C)[C@H](CN(C)S(=O)(=O)c2ccc(F)cc2)Oc2ncc(Br)cc2C1=O
  -13, 5, 4, -36, 18, 0.0, 2, 1, -7, 12, 12
Cn1ccnc1CC(C)(O)c1ccccc1 (configuration not stated)
  2, 0, -9, -10, -12, 0.4, -18, -1, -4, -10, 3
CCOCC(O)CNC(=O)c1ccc(OC2CCN(C(=O)c3cccnc3)CC2)cc1 (configuration not stated)
  7, 4, 0, -21, -1, 2.3, -32, 8, -14, 8, -6
Cc1ccc(CNc2nc3ccccc3s2)s1
  -62, 25, -5, -10, -62, -1.0, -24, -14, 4, 4, -86
CCn1c(SCC(=O)NC2=NCCS2)nnc1C(C)NC(=O)c1ccc(Cl)cc1 (configuration not stated)
  4, 0, -2, -19, 9, -1.3, -8, 8, 3, -12, -4
COc1ccc(C2=NS(=O)(=O)N(C)C(C(=O)NC3CCCC3)=C2)cc1OC
  13, 5, -7, 2, 17, -0.2, -2, -1, -12, -10, 4
COc1ccc(C(=O)Nc2ccc(S(=O)(=O)Nc3cc(C)nc(C)n3)cc2)c(OC)c1
  8, 9, 2, -26, -23, -0.9, -4, 13, 6, 8, 5
O=C(NNC(=O)C1CC(c2cccs2)=NO1)Nc1ccccc1 (configuration not stated)
  8, 0, 5, -1, -4, -4.6, -12, -2, -3, -10, 2
Cc1c(N(C)C(=O)c2ccccc2F)c(=O)n(-c2ccccc2)n1C
  -5, -3, 3, -9, 8, -2.6, 7, -3, 6, 7, -7
COc1ccc(-c2cc(C(=O)NC(C)C)no2)cc1
  -76, -28, 6, -39, -150, 0.6, -64, -13, 7, -15, -83
Cc1cc(C(=O)NC2CCCC2)on1
  -14, 5, -6, -7, -5, 0.6, 3, -9, -11, -6, 0
CC(C)CCNC(=O)CN(Cc1ccco1)C(=O)CCC(=O)Nc1nccs1
  -1, -8, 1, 8, 11, -0.8, 4, 8, -4, -4, -5
